Source: PubChem BioAssay
PglD DTNB = blocks C. jejuni PglD acetyltransferase activity. purified PglD enzyme, DTNB colorimetric CoA detection. inhibition, % at 12.5 µM. 0.098% of 360,000 active. AID 602405; in the data active = inhibition above about 16%, passing the limit was not always enough; note: strong numbers were not always called active
FN deposit inh = fibronectin deposition inhibition; AID 743247; AH1F fibroblasts, Alexa488-fibronectin deposition fluorescence, overnight; inhibition, % at 12.6 µM; 0.086% of 350,000 active;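 active = mean inhibition across replicates of 30% or more, regardless of how many single replicates reach that level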;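 note: positive control wells lacked labelled fibronectin entirely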
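material = AH1F fibroblast monolayer depositing Alexa488-labelled fibronectin into matrix | amount = 10000 AH1F cells/well | buffer or medium = DMEM plus 2% serum, read in PBS | incubation = 1 h cell adhesion before compound, then overnight fibronectin incubation | detection = fluorescence at 485 nm excitation, 525 nm emission | evaluation = percent inhibition as loss of matrix-bound fibronectin fluorescence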
LGR2 antag = Drosophila LGR2 receptor signaling inhibition; HEK293 LGR2, CRE-luciferase, bursicon-stimulated, 4 h; inhibition, % at 9.99 µM; AID 720647; 0.35% of 380,000 active;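 active = drop in luminescence signal, shown as inhibition above about 50% in the replicate tests, limit read from the data, passing the limit was not always enough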;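 note: agonist challenge used bursicon conditioned medium at about half maximal strength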
EWS-Fli inh = inhibitors of EWS/Fli oncoprotein transcriptional activity. A673 NR0B1-luciferase reporter, viability-normalised. inhibition, % at 12.6 µM. 0.67% of 350,000 active;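 active = mean inhibition of at least 50% after viability correction, with every replicate also passing that limit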;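 note: firefly luciferase signal divided by Alamar Blue viability fluorescence both relative to DMSO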
S100A4 inh HTS = inhibitors of human S100A4 binding to myosin IIA peptide | P26447 | S100A4/TAMRA-MyoIIA peptide fluorescence polarization | inhibition, % at 10.7 µM | 0.14% of 360,000 active | AID 652163;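 active = mean inhibition of at least 70% across replicates, with every replicate also reaching that level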
Target sequence (P26447 whole entry, looked up): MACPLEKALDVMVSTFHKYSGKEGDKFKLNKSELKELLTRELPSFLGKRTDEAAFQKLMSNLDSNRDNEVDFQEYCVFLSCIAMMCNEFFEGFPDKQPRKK
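Material: S100A4 monomer protein | Medium: HEPES pH 7.2 with CaCl2, KCl, NaCl, DTT, Triton | Reagent: Labelled myosin peptide probe, 5 nM | Doses: One dose per compound | Times: 5 min incubation before reading | Benchmarks: Neutral control DMSO, positive control TFP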
PGC1a acetyl inh = PGC1a acetylation modulation, inhibitor mode; U2OS PGC1a acetylation, AlphaScreen anti-acetyl-lysine; with virally co-expressed GCN5 acetyltransferase; inhibition, % at 15.6 µM; 0.17% of 350,000 active;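 active = every replicate shows inhibition of at least 40%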;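 note: 0% = neutral control wells and 100% = positive control wells; some results beyond the cut were filed as inactive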
PAX8 reporter = PAX8 transcriptional activity inhibition. RMG-I TPO-luciferase reporter, SteadyGlo, 24 h. inhibition, % at 12.6 µM. AID 652154. 1.2% of 360,000 active;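 active = mean replicate inhibition at least 60% with every replicate also reaching 60%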;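 note: luciferase light reporting Pax8 driven TPO promoter activity; plate controls were median of neutral control wells for no effect and mitoxantrone controls for full effect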
ERAP1 HTS inh = ERAP1 (human) enzyme inhibition. Q9NZ08. recombinant ERAP1, Leu-AMC fluorescence, 60 min. inhibition, % at 10.7 µM. 0.15% of 340,000 active;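 active = mean replicate inhibition of at least 30%, or all replicates individually reaching that 30% level; inactive = mean below 30% and not every replicate reaching it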;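 note: 0% = neutral control wells and 100% = L-leucinethiol positive control wells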
Target sequence (Q9NZ08 whole entry, looked up): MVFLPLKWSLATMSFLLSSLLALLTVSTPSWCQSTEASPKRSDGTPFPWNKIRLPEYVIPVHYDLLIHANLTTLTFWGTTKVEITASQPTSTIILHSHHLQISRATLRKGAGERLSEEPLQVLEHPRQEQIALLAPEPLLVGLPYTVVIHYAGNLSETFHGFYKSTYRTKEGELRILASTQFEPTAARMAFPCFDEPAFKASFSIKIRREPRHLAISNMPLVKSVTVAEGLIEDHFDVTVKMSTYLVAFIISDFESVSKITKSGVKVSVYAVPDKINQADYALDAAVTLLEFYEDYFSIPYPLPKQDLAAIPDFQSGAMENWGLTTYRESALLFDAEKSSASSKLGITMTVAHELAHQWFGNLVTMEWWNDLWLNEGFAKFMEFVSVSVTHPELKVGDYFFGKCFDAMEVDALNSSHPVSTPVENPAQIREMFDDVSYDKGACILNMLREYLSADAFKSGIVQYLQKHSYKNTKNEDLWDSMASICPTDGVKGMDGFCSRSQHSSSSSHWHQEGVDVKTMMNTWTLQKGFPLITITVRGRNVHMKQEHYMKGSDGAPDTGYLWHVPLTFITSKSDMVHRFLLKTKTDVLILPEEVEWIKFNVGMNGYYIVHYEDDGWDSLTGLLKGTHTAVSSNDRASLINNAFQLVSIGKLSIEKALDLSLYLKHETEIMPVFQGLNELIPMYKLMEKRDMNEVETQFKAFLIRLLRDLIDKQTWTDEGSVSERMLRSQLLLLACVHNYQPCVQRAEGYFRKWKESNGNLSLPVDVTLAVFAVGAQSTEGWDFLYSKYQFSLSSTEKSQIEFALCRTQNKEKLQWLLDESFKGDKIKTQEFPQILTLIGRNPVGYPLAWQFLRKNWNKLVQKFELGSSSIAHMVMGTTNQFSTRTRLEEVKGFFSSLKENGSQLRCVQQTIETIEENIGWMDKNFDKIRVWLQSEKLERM
* marks the source's active call; other numbers are inactive results; / = not tested or not shown; & = joins results of further samples.

SMILES	PglD DTNB	FN deposit inh	LGR2 antag	EWS-Fli inh	S100A4 inh HTS	PGC1a acetyl inh	PAX8 reporter	ERAP1 HTS inh
Cc1ccc(S(=O)(=O)NCC(=O)N2CCOCCOCCOCC2)cc1	-4.9	-5.9	3.9	21.1	-0.3	-10.8	-4.9	-2.4
CC(=O)c1cccc(S(=O)(=O)NCC2CCCCC2)c1	-4.3	-2.2	8.3	/	/	/	7.6	/
CC(C)C(=O)Nc1nnc(SCC(=O)NCC2CCCO2)s1 (centres undefined)	/	-0.1	20.7	-3.0	-1.4	3.2	3.7	5.7
CSc1ccc(C(=O)C2CCCN(C(=O)c3cccnc3SC)C2)cc1 (centres undefined)	-5.0	1.2	-1.3	-1.9	2.2	-0.7	8.8	0.8
CC(C)C[C@H](NC(=O)N1CC(=O)Nc2ccccc21)C(=O)N1CCC[C@H]1C(=O)O	-0.3	/	-6.5	-4.2	4.5	6.9	/	-1.1
Cc1cc(C(=O)NCc2ccc(C(=O)O)o2)c(C)o1	3.5	/	-0.9	0.8	-0.2	14.9	/	-0.5
C[C@H](CO)N1C[C@H](C)[C@@H](CN(C)C(=O)Nc2ccc3c(c2)OCO3)Oc2ccc(NC(=O)CCC(F)(F)F)cc2C1=O	-0.7&-4.2	4.0	-0.1&-1.8	0.6&-4.6	-7.7&1.5	-35.2&2.8	-7.1&1.6	11.8&0.5
O=S(=O)(c1ccc(NC(=S)N2CCOCC2)cc1)N1CCCCC1	4.0	-5.1	12.2	10.6	1.0	-3.8	17.0	2.4
COc1ccc(N2CCN(C(=O)C3CCCN(S(=O)(=O)c4c(C)noc4C)C3)CC2)cc1 (centres undefined)	6.1	-3.3	-4.6	8.7	18.8	-1.0	11.8	/
CC1CC(C)CN(C(=O)c2ccc(S(=O)(=O)N3CCCC3)cc2)C1 (centres undefined)	0.9	7.0	-3.1	9.7	17.6	/	/	-0.2
CCOC(=O)c1ccccc1NC(=O)CSc1ccc(-c2ccccn2)nn1	6.3	5.7	14.8	/	0.4	0.6	-22.3	-4.0
C[C@@H]1CN([C@@H](C)CO)C(=O)Cc2cc(NS(=O)(=O)c3ccc(Cl)cc3)ccc2O[C@@H]1CN(C)CC1CCCCC1	1.6	/	7.7	-9.1	51.7	2.0	106.3*	0.8
CCCN(C)C[C@H]1Oc2cc(C#CCC3CCCC3)ccc2S(=O)(=O)N([C@@H](C)CO)C[C@@H]1C	/	4.6	20.1	-19.9	/	-16.0	2.0	/
Cc1c(N(C)C(=O)COc2ccc3ccccc3c2)c(=O)n(-c2ccccc2)n1C	-7.6	0.7	12.1	1.8	2.2	/	10.0	-6.4
Cc1ccc(/C=C/C(=O)OC(C)C(=O)Nc2ncc(Cl)cc2Cl)o1 (centres undefined)	-6.9	-0.5	21.5	/	/	4.1	5.6	/
C[C@H]1CN([C@@H](C)CO)C(=O)c2c(c3ccccc3n2C)-c2ccccc2CO[C@@H]1CN(C)Cc1ccc(Oc2ccccc2)cc1	/	-5.3	8.2	2.8	1.2	/	56.2	-2.1
CN(C)C(=O)[C@@H]1[C@@H](CO)[C@@H]2Cn3c(ccc(C4=CCCC4)c3=O)[C@H]1N2CCC(F)(F)F	/	/	7.4	-1.6	1.4	7.7	-19.2	0.8
C[C@@H]1CN([C@@H](C)CO)S(=O)(=O)c2ccc(-c3ccccc3F)cc2O[C@@H]1CN(C)Cc1cccnc1	0.2	2.7	7.4	9.4	-2.2	6.0	7.1	-3.4
CC(C)NC(=O)Nc1ccc2c(c1)C(=O)N([C@@H](C)CO)C[C@@H](C)[C@H](CN(C)Cc1ccc(C(=O)Nc3ccccc3N)cc1)O2	/	-3.7	13.0	9.1	-7.3	-0.3	0.8	0.6
CC(=O)NCCC(=O)Nc1nc(-c2ccc3ccccc3c2)cs1	4.6	4.7	-35.2	-11.9	0.2	-28.6	-31.7	-1.5
O=[N+]([O-])c1ccc2nc(-c3ccccc3)oc2c1	-3.1	-6.3	-61.8	-119.7	6.2	/	-119.8	3.2
C[C@@H]1CN([C@H](C)CO)S(=O)(=O)c2ccc(C#CC(C)(C)O)cc2O[C@@H]1CN(C)CC1CC1	-7.0	/	-3.9	-7.2	3.1	2.7	/	-2.1
Cc1noc(C)c1S(=O)(=O)Nc1ccc2c(c1)C(=O)N([C@H](C)CO)C[C@@H](C)[C@@H](CN(C)Cc1ccc(C(=O)O)cc1)OCCCC[C@H](C)O2	5.2	-6.8	2.0	-21.6	5.6	-6.9	-21.3	-0.5
Cc1ccc(NC(=S)NCCSc2ccc(Cl)cc2)c(C)c1	/	-2.4	9.3	20.7	1.9	/	10.7	10.6
Cc1cccc(N2CCN(Cc3ccc(Br)o3)CC2)c1C	-2.2	0.9	1.3	-9.0	-1.0	/	-15.2	4.3

3 structures already listed, arranged by formula weight, smallest number first:
SMILES	PglD DTNB	FN deposit inh	LGR2 antag	EWS-Fli inh	S100A4 inh HTS	PGC1a acetyl inh	PAX8 reporter	ERAP1 HTS inh
CC(=O)NCCC(=O)Nc1nc(-c2ccc3ccccc3c2)cs1	4.6	4.7	-35.2	-11.9	0.2	-28.6	-31.7	-1.5
C[C@@H]1CN([C@H](C)CO)S(=O)(=O)c2ccc(C#CC(C)(C)O)cc2O[C@@H]1CN(C)CC1CC1	-7.0	/	-3.9	-7.2	3.1	2.7	/	-2.1
CCCN(C)C[C@H]1Oc2cc(C#CCC3CCCC3)ccc2S(=O)(=O)N([C@@H](C)CO)C[C@@H]1C	/	4.6	20.1	-19.9	/	-16.0	2.0	/

(further entries)
SMILES	PglD DTNB	FN deposit inh	LGR2 antag	EWS-Fli inh	S100A4 inh HTS	PGC1a acetyl inh	PAX8 reporter	ERAP1 HTS inh
COc1cccc(NC(=O)C[C@@H]2CC[C@H]3[C@@H](COc4ccc(NC(=O)C5CCC5)cc4C(=O)N3C)O2)c1	/	-8.1	-8.3	-3.3	-0.7	-6.5	5.9	-0.1
c1ccc(C(c2ccccc2)c2nc(-c3cccnc3)no2)cc1	4.4	/	1.7	/	3.9	-10.7	/	1.3
CCOc1ccc(CCNC(=O)c2ccc(CS(=O)Cc3ccc(Cl)cc3)o2)cc1 (centres undefined)	2.2	-19.2	8.6	-6.8	-5.7	-0.6	-14.3	-0.2
CCOC(=O)N1CCN(C(=O)COC(=O)Cc2ccc(Cl)cc2)CC1	-3.1	13.8	7.5	-6.3	-1.7	-7.7	8.2	-2.1
CC(=O)N(C)C[C@H]1Oc2cc(C#C[C@@H](C)O)ccc2S(=O)(=O)N([C@H](C)CO)C[C@H]1C	14.1	/	1.3	-14.5	2.2	2.3	1.9	0.3
CCOc1ccc(NC(c2ccccc2)P(=O)(OC)OC)cc1 (centres undefined)	-1.0	4.0	-1.4	-13.4	-3.1	/	-4.1	-0.5
C[C@H]1CN([C@@H](C)CO)C(=O)c2cc(-c3ccccc3F)cnc2O[C@H]1CN(C)C(=O)C1CC1	0.2	/	-23.9	-5.0	3.8	-3.1	/	-2.3
FC(F)(F)c1ccccc1-n1c(-c2ccco2)n[nH]c1=S	-3.9	-9.3	16.7	22.2	-4.1	18.7	-32.6	0.0
O=c1c2[nH]c3ccc(F)cc3c2ncn1CCC1=CCCCC1	/	1.1	-19.0	-81.2	-3.5	-5.0	-69.9	/
C=CCC[C@H](Cc1ccc(F)cc1)C(=O)OC[C@@H](NC(=O)[C@H](CC=C)CC(=O)NCCO)C(C)(C)C	-1.0	-4.7	-15.2	9.8	-5.6	/	-9.2	1.0
C[C@@H]1CN([C@@H](C)CO)C(=O)Cc2cc(N(C)C)ccc2O[C@H]1CN(C)Cc1ccc2c(c1)OCO2	3.6	2.5	-5.4	16.5	1.2	-4.4	5.5	-2.3
CC(Sc1nnc(-c2ccco2)n1C)C(=O)Nc1ccc(N2CCOCC2)cc1 (centres undefined)	-5.9	-0.5	-2.2	-7.3	5.3	/	-2.5	0.6
Cc1ccc(C)c(NC(=O)CN(C)C(=O)c2ccc(-c3ccc(Cl)cc3)o2)c1	/	-8.4	-6.0	-4.0	8.8	/	/	-2.2
COc1ccc(S(=O)(=O)Nc2ccc3c(c2)CC(=O)N([C@H](C)CO)C[C@@H](C)[C@H](CN(C)C(=O)Nc2ccc(C(F)(F)F)cc2)O3)cc1	-1.7	/	-21.4	3.0	11.8	3.2	4.2	1.7
CCOC(=O)C(=Cc1ccccc1)C(=O)c1ccccc1	-2.6	2.6	90.8*	-15.6	15.8	-3.1	10.4	-1.1
NS(=O)(=O)c1ccc(NC(=O)Cc2c(F)cccc2Cl)cc1	/	-2.8	/	-7.6	7.9	/	9.9	10.3
NC(=O)C1CCN(c2cc(N3CCOCC3)ccc2[N+](=O)[O-])CC1	-2.9	4.8	-27.1	1.0	25.7	/	12.1	6.0
Cn1c(NC(=O)COc2ccccc2)cc(=O)n(C)c1=O	4.4	/	-18.5	/	6.5	1.0	/	-2.1
CCOc1ccc(Cl)cc1S(=O)(=O)N1CCC(C(=O)NCc2ccncc2)CC1	6.5	12.2	25.3	-0.3	-1.5	-1.9	-5.2	-5.3
N#CCC(=O)Nn1c(=S)[nH]c2ccccc2c1=O	/	-5.1	-2.9	2.5	-3.6	-4.5	-7.4	8.6
C/C(CC(=O)Nc1ccccc1)=N\NC(=O)COc1ccc(C)cc1Br	/	0.7	-11.5	-0.8	-2.9	4.2	-7.2	1.9
Cc1nc(/N=C\N(C)C)sc1C(=O)Nc1ccccc1	2.5	0.2	/	/	/	3.9	-33.9	/
O=C(NCc1cccnc1)c1ccccc1NS(=O)(=O)c1ccc(Br)cc1	-4.5	1.3	8.0	-1.8	2.9	1.3	7.7	0.2
Cc1ccc(-c2c(C(=O)N/N=C/c3ccc(C)o3)nnn2-c2nonc2N)cc1	-4.3	1.7	-3.1	-9.5	2.5	-3.8	-25.5	0.4
O=C(C[C@H]1CC[C@@H]2[C@H](COC[C@@H](O)CN2C(=O)Nc2ccc(Cl)cc2)O1)NCC1CC1	3.8	-14.5	-36.7	4.4	-1.8	-5.5	-26.0	0.0

(more compounds)
SMILES	PglD DTNB	FN deposit inh	LGR2 antag	EWS-Fli inh	S100A4 inh HTS	PGC1a acetyl inh	PAX8 reporter	ERAP1 HTS inh
C[C@H](CO)N1C[C@H](C)[C@@H](CN(C)Cc2ccc(Cl)c(Cl)c2)Oc2ccc(NC(=O)Cc3cn(C)c4ccccc34)cc2C1=O	-1.4	/	4.4	7.1	-1.9	-1.5	13.5	0.3
Cn1c(=O)c(C(=O)NCc2ccc(F)cc2)c(O)c2ccccc21	2.5	6.4	2.1	3.8	-3.8	/	9.7	-0.8
CC(C)Nc1ncnc2c1ncn2[C@H]1CN(Cc2ccccc2)C[C@@H](CO)O1	-2.1	10.0	-5.5	2.6	2.4	5.1	1.3	2.4
Cc1ccc(C(C)NC(=O)c2ccc3c(c2)OCCO3)cc1C (centres undefined)	2.1	6.3	7.3	4.4	-2.2	-8.8	-5.5	-6.0
Cc1cc(NC(=O)COc2ccccc2)ccc1Cl	2.7	-8.1	-48.7	9.8	-4.6	/	-38.2	-1.1
O=C(CN1CCOCC1)N[C@@H]1CC[C@@H](CCNC(=O)C2CCCC2)O[C@@H]1CO	-0.9	16.7	-16.5	-6.6	1.8	-3.8	-2.3	-0.2
C[C@H](CO)N1C[C@H](C)[C@@H](CN(C)S(=O)(=O)c2ccc(Cl)cc2)Oc2ccc(NC(=O)C3CC3)cc2CC1=O	2.5	-0.6	-9.5	3.9	-5.9	-3.7	-10.7	-3.0
Nc1nc2ccccc2n1CCOc1ccc(F)cc1	-6.6	4.2	4.3	4.3	0.3	-1.3	-2.0	-2.0
CCOc1ccc(S(=O)(=O)N2CCN(c3ccccc3)CC2)c2cccnc12	-1.6	/	-8.8	/	12.6	-12.2	/	11.0
C[C@@H]1CN([C@H](C)CO)C(=O)Cc2cc(NC(=O)CCCCCC(=O)Nc3ccccc3N)ccc2O[C@@H]1CN(C)C(=O)Nc1ccc2c(c1)OCO2	1.3	/	0.8	-1.0	-2.6	-11.2	2.3	0.4
